FXIa single inh = inhibitors of human coagulation factor XIa. P03951. AID 687. purified human FXIa, fluorogenic AMC substrate cleavage. inhibition, % at 10 µM. hit rate 0.3% among 33,000;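 active = inhibition above 40% in the primary screen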;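 also: 0% = enzyme without compound and 100% = blank wells lacking enzyme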
FXIIa single = blocks human coagulation factor XIIa activity. inhibition, % at 10 µM. AID 701. P00748. hit rate 0.2% among 33,000. purified human FXIIa, AMC substrate fluorescence, 2 h; in the data active = inhibition above about 30%;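 also: 0% = enzyme with vehicle only and 100% = no enzyme blank; many of its hits are not listed in these tables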
Target sequence (P00748 20-372 limits assumed): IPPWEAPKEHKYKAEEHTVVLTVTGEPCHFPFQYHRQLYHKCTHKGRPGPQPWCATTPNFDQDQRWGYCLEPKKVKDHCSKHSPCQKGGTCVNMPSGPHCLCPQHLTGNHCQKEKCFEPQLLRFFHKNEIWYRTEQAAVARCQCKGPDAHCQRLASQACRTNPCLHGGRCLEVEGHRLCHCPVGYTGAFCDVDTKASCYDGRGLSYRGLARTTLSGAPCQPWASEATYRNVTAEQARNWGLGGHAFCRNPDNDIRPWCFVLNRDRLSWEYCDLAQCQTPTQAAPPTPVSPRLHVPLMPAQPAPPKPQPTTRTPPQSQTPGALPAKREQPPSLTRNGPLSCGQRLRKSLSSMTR
Target sequence (P00748 373-615 limits assumed): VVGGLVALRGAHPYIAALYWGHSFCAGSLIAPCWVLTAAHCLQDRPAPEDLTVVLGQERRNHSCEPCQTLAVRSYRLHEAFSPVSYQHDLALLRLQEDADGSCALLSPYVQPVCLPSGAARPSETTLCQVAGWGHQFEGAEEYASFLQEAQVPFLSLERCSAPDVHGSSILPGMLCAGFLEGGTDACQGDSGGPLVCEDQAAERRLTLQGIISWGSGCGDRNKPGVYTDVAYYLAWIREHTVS
* hit, by the source's call.

1. Cc1ccc(CNC(=O)C2CCN(S(=O)(=O)c3c(C)noc3C)CC2)cc1
2. Cc1nn(-c2ccccc2)c(Cl)c1C(=O)NCCCCNC(=O)c1c(C)nn(-c2ccccc2)c1Cl
3. COCCn1c(N)c(C(=O)NCC2CCCO2)c2nc3ccccc3nc21 (stereo unspecified)
4. c1ccc(-c2n[nH]c(-c3ccccn3)n2)cc1
5. CC(C)(C)c1ccc(C(=O)Nc2ccc(NC(=O)c3ccco3)cc2)cc1
6. COc1ccc(Cl)cc1C(=O)Nc1ccccc1N1CCN(C(=O)C(C)C)CC1
Assay by compound	1	2	3	4	5	6
FXIa single inh	2	1	-16	-2	1	-3
FXIIa single	4	-4	-21	4	6	4

7. Cc1ccc(-c2ccc(/C=N/N3C(=O)C4C5C=CC(C6CC56)C4C3=O)o2)c([N+](=O)[O-])c1 (stereo unspecified)
8. CCOc1ccc(NC(=O)CCNS(=O)(=O)c2cccs2)cc1
9. CCN(CC)CCNC1=NCCn2c1cc1cc(OC)ccc12
10. COc1ccc(C(=O)Nc2ccc(F)cc2F)cc1OC
11. CCSc1nnc(NC(=O)c2ccc(C)cc2)s1
12. CC(=O)c1cc2c(cc1NC(=O)c1cc3nc(C(C)C)cc(C(F)(F)F)n3n1)OCO2
Assay by compound	7	8	9	10	11	12
FXIa single inh	-5	-5	-3	3	24	0
FXIIa single	3	1	6	-1	-10	-13

13. O=C(O)c1ccc(-n2nnnc2Oc2ccccc2C(=O)N2CCOCC2)cc1
14. Cc1cc(C)n(CC(=O)N2c3ccccc3Sc3ccccc32)n1
15. Cc1nc(-c2coc3c(CN(C)C)c(O)ccc3c2=O)cs1
16. Cc1ccc(-c2cc(C(F)(F)F)n3ncc(C(=O)N4CCCc5ccccc54)c3n2)cc1
17. CN(CCO)c1c2c(nc3cc(-c4cccc(F)c4)nn13)CCCC2
18. CCc1cccc(CC)c1NC(=O)c1cccc(N)c1
Assay by compound	13	14	15	16	17	18
FXIa single inh	0	3	3	6	-7	-1
FXIIa single	4	6	4	8	5	-8

From entry 15 as far as 17, copied from above:
15. Cc1nc(-c2coc3c(CN(C)C)c(O)ccc3c2=O)cs1
16. Cc1ccc(-c2cc(C(F)(F)F)n3ncc(C(=O)N4CCCc5ccccc54)c3n2)cc1
17. CN(CCO)c1c2c(nc3cc(-c4cccc(F)c4)nn13)CCCC2
Assay by compound	15	16	17
FXIa single inh	3	6	-7
FXIIa single	4	8	5

Continued.
19. COc1oc(-c2ccccc2C)nc1C(F)(F)F
20. COC(=O)CNC(=O)c1c(-c2c(Cl)cccc2Cl)noc1C
21. CCN1C(=O)C(CC(=O)Nc2cc(C)ccc2C)SC1=Nc1ccc(S(N)(=O)=O)cc1 (stereo unspecified)
22. CC(C)CN1C(=O)c2ccc(C(=O)NCc3ccc4c(c3)OCO4)cc2C1=O
23. Cc1cccc(C(=O)NCCN2CCN(c3ccccc3)CC2)c1
24. CCCCC1CCC(C(=O)NCc2ccc3c(c2)OCO3)CC1 (stereo unspecified)
Assay by compound	19	20	21	22	23	24
FXIa single inh	-3	6	-4	8	-1	-4
FXIIa single	4	9	8	6	3	4

25. COc1ccccc1NC(=O)CSc1nnc(C)n1CC1CCCO1 (stereo unspecified)
26. CCc1c(C)c2ccc(OCC(=O)N(C)C)c(C)c2oc1=O
27. C=CC(=O)Nc1ccc(Br)cc1
28. CC(=O)c1c(C)[nH]c(C(=O)Nc2cccnc2)c1C
29. CCCCCC(=O)N1CC2(C)CN(C(=O)CCCCC)CC(C)(C1)C2=O
30. COc1ccc(CCNC(=O)c2nc3ncccn3n2)cc1OC
Assay by compound	25	26	27	28	29	30
FXIa single inh	-9	3	-8	5	-15	-3
FXIIa single	4	2	8	2	-12	7

31. CCCn1c(N)c(Sc2ccccc2)c(=O)n(CCC)c1=O
32. CCc1nnc(NC(=O)CSc2nnc(-c3ccc(S(=O)(=O)N(CC)CC)cc3)n2CC)s1
33. CCCCOCCCNC(=O)CN1C(=O)c2ccccc2C1=O
34. COc1cccc(CN2CCN(S(=O)(=O)c3ccc(Br)cc3)CC2)c1
35. O=C(NCC1CCCO1)c1ccc(NC(=O)C2CCCCC2C(=O)O)cc1 (stereo unspecified)
36. FC(F)(F)c1cnc(Oc2ccccc2-c2nnc(-c3ccc(Cl)cc3)o2)c(Cl)c1
Assay by compound	31	32	33	34	35	36
FXIa single inh	7	-3	4	-3	-3	7
FXIIa single	1	-3	2	4	6	5

37. COCC(=O)NC1CCN(S(=O)(=O)c2ccc(C(=O)O)cc2)CC1
38. Cc1cc(C)c(C#N)c(SCC(=O)Nc2ccc3c(c2)OCO3)n1
39. Cn1nc(C(F)(F)F)c(/C=N/OC(=O)c2ccccc2)c1Sc1ccc(Cl)cc1
40. CCOC(=O)CN1C(=N)N(c2nc(NC(C)C)nc(NC(C)C)n2)CC1=O
41. O=C(Nc1ccc2c(c1)OCO2)[C@@H]1[C@@H]2C(=O)N(C3CCCCC3)C(=O)[C@@H]2C2c3ccccc3C=CN21 (stereo partly specified)
42. COc1ccc(-c2ccc(C#N)c(OC(=O)c3c(Cl)cccc3Cl)n2)cc1
Assay by compound	37	38	39	40	41	42
FXIa single inh	-4	-7	-12	-1	2	2
FXIIa single	-3	-2	-8	3	9	-4

43. CC(=O)NCCCc1c[nH]c2ccc(Cl)cc12
44. CCOC(=O)C1=C(O)/C(=C/c2cn(CC(=O)NCC3CCCO3)c3ccccc23)SC1=Nc1ccc(C)cc1 (stereo unspecified)
45. O=C1COc2ccc(C(=O)c3ccccc3C(=O)NCc3ccco3)cc2N1
46. COc1ccc(NC(=O)COC(=O)CCCc2c[nH]c3ccccc23)cc1OC
47. Cc1noc(C)c1S(=O)(=O)N1CCC(C(=O)NCCc2ccc(S(N)(=O)=O)cc2)CC1
48. CC1CN(c2ccc(Oc3ccccc3)cc2)c2nc3c(c(=O)[nH]c(=O)n3C)n2C1 (stereo unspecified)
Assay by compound	43	44	45	46	47	48
FXIa single inh	0	4	20	5	-3	0
FXIIa single	-16	7	-15	5	14	6

The last four compounds of the section above come first, to join the parts.
45. O=C1COc2ccc(C(=O)c3ccccc3C(=O)NCc3ccco3)cc2N1
46. COc1ccc(NC(=O)COC(=O)CCCc2c[nH]c3ccccc23)cc1OC
47. Cc1noc(C)c1S(=O)(=O)N1CCC(C(=O)NCCc2ccc(S(N)(=O)=O)cc2)CC1
48. CC1CN(c2ccc(Oc3ccccc3)cc2)c2nc3c(c(=O)[nH]c(=O)n3C)n2C1 (stereo unspecified)
49. Cc1cccc(NC(=O)CSc2nnc(-c3ccccc3)n2N)c1C
50. COC(=O)c1cccc(NS(C)(=O)=O)c1C
51. Cn1cc(C(=O)c2ccc(Cl)cc2Cl)cc1C(=O)N/N=C(\N)COc1cccc(C(F)(F)F)c1
52. O=C(NCc1ccncc1)Nc1cccc(Cl)c1
53. CCOC(=O)c1cnc2c(-c3ccc(Cl)cc3)c(C)nn2c1N
54. Cc1cc(OCC(F)(F)C(F)(F)C(F)(F)C(F)F)nc(N)n1
Assay by compound	45	46	47	48	49	50	51	52	53	54
FXIa single inh	20	5	-3	0	-2	-6	-4	6	1	0
FXIIa single	-15	5	14	6	5	6	10	12	-2	4

55. O=C(c1ccc(S(=O)(=O)N2CCCCC2)cc1)N1CCN(Cc2ccc3c(c2)OCO3)CC1
56. CC(C)N(C(=O)Cn1c(SCC(=O)NCc2ccc3c(c2)OCO3)nc2ccccc21)C(C)C
57. CCC(=O)N(Cc1ccc2c(c1)OCO2)Cc1cc2cc(OC)ccc2[nH]c1=O
58. CCSc1nc(N)c(C#N)c(-c2ccco2)c1C#N
59. CC(C)(C)C(=O)Nc1nnc(Cc2ccccc2)s1
60. CC(CC(=O)NCc1ccccc1)C1CCCO1 (stereo unspecified)
Assay by compound	55	56	57	58	59	60
FXIa single inh	1	-5	0	5	1	4
FXIIa single	8	7	0	2	12	7

61. O=C1C(C=Nc2ccccc2)=C(O)c2ccccc21
62. O=C(c1ccccc1)c1nc2ccccc2n(CCCn2c(=O)c(C(=O)c3ccccc3)nc3ccccc32)c1=O
63. Cc1cc(C)c(S(=O)(=O)c2ccccc2)c(OC(=O)c2cc(F)c(F)cc2Cl)n1
64. Cc1ccc(C2(CC(=O)O)CCOC(C)(C)C2)cc1 (stereo unspecified)
65. CC(C)CC(c1nnnn1C1CCCCC1)N1CCN(c2ncccn2)CC1 (stereo unspecified)
66. O=S(=O)(c1cccc2nsnc12)N1CCN(C/C=C\c2ccccc2)CC1
Assay by compound	61	62	63	64	65	66
FXIa single inh	20	-2	-1	-6	2	20
FXIIa single	-4	3	2	5	-17	-15

67. c1cnc(NC2C3CC4CC(C3)CC2C4)nc1 (stereo unspecified)
68. COc1ccc(-c2noc(CCC(=O)NCc3cc(Br)ccc3OC)n2)cc1
69. O=C(NC(Cc1ccc2c(c1)OCO2)C(=O)NC(Cc1ccccc1)C(=O)O)c1ccccc1 (stereo unspecified)
70. COc1cccc(CNC(=O)N[C@@H](CC(C)C)C(=O)O)c1
71. CCC(C)[C@H](NC(=O)NCc1ccccn1)C(=O)OC (stereo partly specified)
72. O=C(CSc1nnc(-c2ccncc2)n1-c1ccc(Cl)cc1)NCc1cccs1
Assay by compound	67	68	69	70	71	72
FXIa single inh	-4	3	20	9	-7	-7
FXIIa single	2	2	-7	5	6	-3

73. CCCCCCC(=O)Nc1c2c(nc3ccccc13)N(C)CC2
74. CC(OC(=O)CCCc1nc2ccccc2s1)C(N)=O (stereo unspecified)
75. CCOc1ccccc1CNC(=O)c1cc2oc3ccccc3c2n1C
76. C=CCn1c(SCC(=O)N2CCOCC2)nc(O)cc1=O
77. Cc1nn(-c2ccccc2)c(C)c1NC(=O)c1ccc(S(=O)(=O)N2CCCC2)cc1
78. Cc1noc(C)c1S(=O)(=O)Nc1ccc(C(=O)N2CCCCC2)cc1
Assay by compound	73	74	75	76	77	78
FXIa single inh	10	5	-6	-14	-4	-1
FXIIa single	8	5	1	8	5	7

79. O=C1C(=O)c2c(C(=O)c3ccccc3)coc2-c2ccccc21
80. CCOc1ccccc1NC(=O)NS(=O)(=O)c1ccc(C)cc1
81. COc1ccc(NCc2nnc(SCC(=O)c3ccc(OC)cc3)o2)cc1
82. N=c1c2c(-c3ccccc3)c(-c3ccccc3)n(Cc3ccco3)c2ncn1CCO
83. CCC(CC)c1nnc(NC(=O)c2nc3nc(C)cc(C)n3n2)s1
84. COc1ccc(CN2c3cc(S(=O)(=O)N4CCOCC4)ccc3N3CCCC32)cc1 (stereo unspecified)
Assay by compound	79	80	81	82	83	84
FXIa single inh	2	15	5	-6	5	-6
FXIIa single	12	-11	8	4	6	21

85. Cc1ccc(CSCC(=O)Nc2ccc3c(c2)OCO3)cc1
86. CCCC(=O)O[C@@H]1C[C@@H](C)N(C(=O)c2ccccc2)c2ccc(C)cc21
87. N/C(Cc1ccc([N+](=O)[O-])cc1)=N\OC(=O)c1ccc([N+](=O)[O-])cc1
88. CC(=O)c1ccc(NC(=O)CSc2nccn2CCc2ccccc2)cc1
89. O=C(COC(=O)c1cc[n+]([O-])cc1)NCC12CC3CC(CC(C3)C1)C2
90. CN(C)CCCCNCCCNC(=O)/C=N\O
Assay by compound	85	86	87	88	89	90
FXIa single inh	27	0	-2	-2	-1	-4
FXIIa single	-14	5	-2	-1	5	5

91. CCN(CC)c1cnn(C/C(=N\OC)c2ccc(Cl)cc2)c(=O)c1Br
92. COc1ccc(OC)c(-c2csc3nnc(SCC(=O)Nc4ccc(NC(C)=O)cc4)n23)c1
93. Cc1ccc(Cn2nc(C)c(NC(=O)C3(C)CC3(Br)Br)c2C)cc1 (stereo unspecified)
94. CCCn1nnc(NC(=O)c2ccc(Br)o2)n1
95. O=C(c1ccco1)N1CCN(Cc2cccc(F)c2)CC1
96. Cn1c(=O)n(-c2ccc(Cl)cc2)c(=O)c2c3c(sc21)COC(C)(C)C3
Assay by compound	91	92	93	94	95	96
FXIa single inh	0	2	-2	0	1	-5
FXIIa single	7	5	5	-5	7	-1

4 entries out of the list, sorted by formula weight, rising.
95. O=C(c1ccco1)N1CCN(Cc2cccc(F)c2)CC1
94. CCCn1nnc(NC(=O)c2ccc(Br)o2)n1
93. Cc1ccc(Cn2nc(C)c(NC(=O)C3(C)CC3(Br)Br)c2C)cc1 (stereo unspecified)
92. COc1ccc(OC)c(-c2csc3nnc(SCC(=O)Nc4ccc(NC(C)=O)cc4)n23)c1
Assay by compound	95	94	93	92
FXIa single inh	1	0	-2	2
FXIIa single	7	-5	5	5

Next section
97. COc1cc(F)ccc1S(=O)(=O)N1CCN(C23CC4CC(CC(C4)C2)C3)CC1
98. CCOC(=O)c1c(NC=O)sc2c1CCC2
99. Cc1ccc(S(=O)(=O)N(C)c2ccc(C(=O)NCC3CCCO3)cc2)cc1 (stereo unspecified)
100. CN1C2C=C3C(C#N)=C(N)C(C#N)(C#N)C(c4ccc(Br)cc4)C3C1CC2 (stereo unspecified)
101. Cc1cc(NCC2CCCO2)n2c(nc3ccccc32)c1C#N (stereo unspecified)
102. O=C(CSc1nc2ccccc2c(=O)[nH]1)c1ccccc1
103. CC1CCc2sc(C(=O)Nc3nnc(SCc4ccc(F)cc4)s3)cc2C1 (stereo unspecified)
104. O=C(C1CC(c2ccccc2O)=NO1)N1CCc2ccccc2C1 (stereo unspecified)
Assay by compound	97	98	99	100	101	102	103	104
FXIa single inh	-1	2	1	-3	-13	-1	3	-5
FXIIa single	-3	11	6	7	-16	5	8	-1

The list is partial, so the mix of outcomes need not match the whole.
